High-throughput results from PubChem.
ROC1-CUL1 inh: blocks human RBX1-Cullin-1 di-ubiquitin formation | P62877+Q13616 | in vitro K48 di-Ub FRET, acceptor:donor ratio, 45 min | inhibition, % at 10 µM | 0.6% of 140,000 active; in the data active = inhibition above about 25%
Target sequence (P62877 whole entry, looked up): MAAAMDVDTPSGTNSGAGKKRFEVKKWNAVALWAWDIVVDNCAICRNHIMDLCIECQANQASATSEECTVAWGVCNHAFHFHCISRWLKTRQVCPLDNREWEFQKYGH
Target sequence (Q13616 whole entry, looked up): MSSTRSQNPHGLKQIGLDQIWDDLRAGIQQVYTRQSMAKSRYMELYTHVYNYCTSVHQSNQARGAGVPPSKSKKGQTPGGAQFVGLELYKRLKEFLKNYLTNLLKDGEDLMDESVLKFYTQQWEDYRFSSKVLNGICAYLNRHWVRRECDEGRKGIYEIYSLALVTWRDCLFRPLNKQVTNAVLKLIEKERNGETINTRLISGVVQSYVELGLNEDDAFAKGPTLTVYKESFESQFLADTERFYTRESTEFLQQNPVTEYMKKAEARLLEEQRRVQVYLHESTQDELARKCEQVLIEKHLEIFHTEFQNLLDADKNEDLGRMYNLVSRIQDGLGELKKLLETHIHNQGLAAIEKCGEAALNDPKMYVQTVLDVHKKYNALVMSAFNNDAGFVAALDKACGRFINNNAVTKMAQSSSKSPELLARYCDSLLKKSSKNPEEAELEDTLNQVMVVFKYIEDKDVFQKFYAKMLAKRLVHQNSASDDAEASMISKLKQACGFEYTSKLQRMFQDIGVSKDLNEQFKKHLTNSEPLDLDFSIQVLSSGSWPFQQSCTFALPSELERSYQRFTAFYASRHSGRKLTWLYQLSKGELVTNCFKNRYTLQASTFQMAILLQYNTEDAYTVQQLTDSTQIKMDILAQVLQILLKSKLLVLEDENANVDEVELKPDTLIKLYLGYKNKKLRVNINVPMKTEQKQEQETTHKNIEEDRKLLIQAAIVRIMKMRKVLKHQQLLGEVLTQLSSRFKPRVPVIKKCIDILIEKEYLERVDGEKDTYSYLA
* = called active by the depositor. A portion of the library, so the mix of outcomes need not match the whole.

ROC1-CUL1 inh	structure
6	CCOc1cc2c(cc1OCC)C(c1c(F)cccc1Cl)CC(=O)N2 (configuration not stated)
-2	COc1cccc(-c2nn(C)c3sc(C(=O)N4CCN(c5cccc(C(F)(F)F)c5)CC4)cc23)c1
2	CC(C)(C)NC(=O)COc1ccccc1C(=O)Nc1cccc(Cl)c1Cl
1	O=C(NN=C1CCCCCCCCCCC1)c1ccccc1F
-1	COc1ccc(NC(=O)CSc2nccn2Cc2ccc3c(c2)OCO3)cc1
14	CCC1SC2=NC(C)=C(C(=O)OC)C(c3cc(Br)ccc3OC)N2C1=O (configuration not stated)
0	COc1ccccc1-c1cc2nc(C)c(CCC(=O)Nc3cc(C)ccc3C)c(C)n2n1
4	Cc1c(C)n(Cc2ccccc2)c2ccc(C(=O)OCCN3CCOCC3)cc12
2	CC(=O)NCC(=O)N(C)CC1CCN(CCc2cccc(C(F)(F)F)c2)CC1
-9	CC(C)Oc1ncnc2sc3c(c12)CCCC3
-4	CN1C(=O)C2C(=NC(=O)CC2c2ccccc2F)n2c1nc1ccccc12 (configuration not stated)
8	Cc1ccc(Oc2cc(NNC(=O)C3COc4ccccc4O3)ncn2)cc1 (configuration not stated)
12	COCCC(=O)N1CCCC1C(=O)Nc1ccc(-c2cc3ccccc3[nH]2)cc1 (configuration not stated)
7	COc1ccc(Cn2nc3n(c2=O)-c2ccccc2OC3)cc1
3	C=CCOc1ccc(C2C(C(=O)c3ccco3)C(=O)C(=O)N2CCCOC)cc1OC (configuration not stated)

Additional compounds follow:
ROC1-CUL1 inh	structure
5	COc1ccc(S(=O)(=O)Nc2c(C)nc3nc(C)[nH]n3c2=O)cc1
-7	c1ccc(-c2nnc(-c3ccccc3)c(N3CCSCC3)n2)cc1
-2	COc1cccc(-n2c(SCc3cccc(C)c3)nc3c([nH]c4ccccc43)c2=O)c1
-1	Cc1ccc(C)c(S(=O)(=O)NC(C)C(=O)NCc2ccccn2)c1 (configuration not stated)
7	CN(Cc1nc(Cc2ccccc2Cl)no1)CC1CCCCO1 (configuration not stated)
0	COc1cccc(NCc2cccn2-c2nnc(N3CCC(C)CC3)s2)c1
4	O=C(NCCc1nc(-c2ccccc2)cs1)C1CC(Cc2ccccc2)=NO1 (configuration not stated)
7	Cc1c(Cl)cccc1Nc1nn2c(=O)c3ccc(C(=O)N(C)Cc4ccccc4)cc3nc2s1
-3	Cc1ccc2c(c1)N(CC(=O)NCCc1ccc(Cl)cc1)C(=O)c1cccnc1O2
-6	COc1cc(NC(=O)C2Cc3ccccc3N2C(=O)c2ccccc2)cc(OC)c1 (configuration not stated)
-2	O=C(C1CCOCC1)N(CC1CCN(C2Cc3ccccc3C2)CC1)CC1CCCO1 (configuration not stated)
-11	CC(C)(C)c1cc(OC(=O)c2ccccc2Cl)ccc1O
-11	CCCCCCCc1ccc2cc(C(=O)Oc3ccc(C(=O)Oc4ccc(CCCC)cc4)c(Cl)c3)ccc2c1
0	Cc1cc(C)c(OCC(=O)N/N=C\c2ccc(Cl)s2)c(Br)c1
-1	CN1CCN(C2=Cc3ccccc3Sc3cc4c(cc32)CCC4)CC1

Four entries from above, with bars between the fields.
molecule | ROC1-CUL1 inh
CC(C)(C)c1cc(OC(=O)c2ccccc2Cl)ccc1O | -11
CCCCCCCc1ccc2cc(C(=O)Oc3ccc(C(=O)Oc4ccc(CCCC)cc4)c(Cl)c3)ccc2c1 | -11
Cc1cc(C)c(OCC(=O)N/N=C\c2ccc(Cl)s2)c(Br)c1 | 0
CN1CCN(C2=Cc3ccccc3Sc3cc4c(cc32)CCC4)CC1 | -1

New compounds follow:
ROC1-CUL1 inh	structure
2	O=C(O)CCSc1nnc(-c2ccc([N+](=O)[O-])o2)o1
7	Cn1c(O)c(C=C2C=Nc3ccccc32)sc1=Nc1ccc(C(=O)O)cc1
-12	O=C(Nc1ccc(C(F)(F)F)cc1)N1N=C2c3ccccc3CCCC2C1c1ccc(C(F)(F)F)cc1 (configuration not stated)
14	CCN(CC)CCCC(C)Nc1nc(C)nc2cc(Cl)ccc12 (configuration not stated)
9	COc1ccc(C(=O)Nc2nnc(Cc3ccccc3)s2)cc1OC
-13	COc1cc(CNCCSc2nnnn2C)cc(Cl)c1OCc1ccccc1
7	O=C(N=C1N(c2ccccc2)C(=O)C(=O)N1c1ccccc1)c1ccccc1
6	O=C(CN1C(=O)COc2ccc(S(=O)(=O)NC3CCCC3)cc21)Nc1ccc(F)c(Cl)c1
-10	O=C1S/C(=C\c2cc(Br)c(OCc3ccccc3Cl)c(Br)c2)C(=O)N1c1ccc(Cl)cc1
-1	COc1ccc(C2=Nc3ncnn3C(=O)C2)cc1
-4	COc1ccc(C(O)(CC(=O)c2sc3ccccc3c2O)c2ccc(OC)cc2)cc1
10	Cc1ccc(S(=O)(=O)Nc2ccccc2C2=N[C@@H](C(C)C)CO2)cc1
8	COc1ccc(N2N=C(C#N)C(=N)C(C#N)C2=N)cc1 (configuration not stated)
-8	OCCNCc1ccccc1C(F)(F)F
-1	NC(=O)c1ccccc1NC(=O)c1cccc(C(=O)Nc2ccccc2C(N)=O)n1

The list goes on:
ROC1-CUL1 inh	structure
-1	Cc1ccc(N2C(=O)/C(=C/c3ccccc3)N=C2N(C(C)C)C(C)C)cc1
2	COc1cc(OC)c(NC(=O)Cn2c(=O)nc(-c3ccccc3)c3ccccc32)cc1Cl
5	CCOc1ccccc1NC(=O)C(CC)Sc1nc2ncccc2[nH]1 (configuration not stated)
-4	COc1ccc(N2C(=O)S[C@@H]3CS(=O)(=O)C[C@@H]32)cc1
4	CCCCn1c(O)c(N=NC(=O)CNc2ccccc2)c2ccccc21
-12	Cc1ccccc1OCCSc1nc2ccc(NC(=O)c3cccs3)cc2s1
-4	CNC(=O)c1ccc(C2CCCN2Cc2ccc(-n3cccn3)cc2C)s1 (configuration not stated)
5	CCOc1ccc(CNCc2ccc(F)cc2)cc1
2	CC(=O)Oc1ccc(-c2nc3ccccc3c(=O)o2)cc1
-8	Cc1cccc(Cn2nnc3c(=O)[nH]c(C4CCN(C(=O)c5ccccc5F)CC4)nc32)c1
2	O=C(Nc1ccc(Cl)c(Cl)c1)NN1C(=O)CSC1=S
5	Cc1ccc2c(c1)C(OC1CCN(C)CC1)c1ccccc1CS2 (configuration not stated)
0	CC1CN(Cc2ccc3ncccc3c2)Cc2cc(Cl)ccc2O1 (configuration not stated)
3	Cc1ccc(C)c(N2CCN(C(=O)c3ccc4c(c3)N(Cc3ccc(F)cc3)C(=O)c3ccccc3S4=O)CC2)c1 (configuration not stated)
6	Cc1cccc(NC(=O)c2c(Br)sc3c2CCCC3)c1

Three of the entries above in order of their number in ROC1-CUL1 inh, highest first.
mol	ROC1-CUL1 inh
CCCCn1c(O)c(N=NC(=O)CNc2ccccc2)c2ccccc21	4
Cc1ccc(C)c(N2CCN(C(=O)c3ccc4c(c3)N(Cc3ccc(F)cc3)C(=O)c3ccccc3S4=O)CC2)c1 (configuration not stated)	3
Cc1ccc(N2C(=O)/C(=C/c3ccccc3)N=C2N(C(C)C)C(C)C)cc1	-1

The results go on.
ROC1-CUL1 inh	structure
-4	Cc1cccc(OCc2nnc(SCC(=O)Nc3cccc(C(=O)O)c3)n2C)c1
-3	CN(Cc1ccccc1)C(=O)CCC1CCN(C(=O)CSc2ncccn2)CC1
9	CC(=O)N1CCc2c(sc3c2c(=O)n(-c2ccc(C)cc2)c(=O)n3CC(=O)Nc2ccccc2)C1
-1	CCOC(=O)c1c(-c2ccc(Cl)cc2)csc1NC(=O)Cc1ccccc1
-2	CCN1CCN(C(=O)CCC2CCN(C(=O)C3CCN(C(=O)N(C)C)CC3)CC2)CC1
-16	COc1ccccc1-c1nnc(SCC(=O)n2c3ccccc3c3ccccc32)o1
3	CCOc1ccc(C(=O)Nc2ccccc2C(=O)OCc2cc(=O)n3nc(C4CC4)sc3n2)cc1
0	CCc1nnc(CN(C)C(=O)Nc2n[nH]c(-c3cccc(C)c3)n2)o1
14	O=C(Cc1cccc(F)c1)Nc1ccc(F)cc1
10	CC(=O)Nc1ccc(S(=O)(=O)Oc2cc(C)nc3ncnn23)cc1
-3	Cc1cccc(NC(=O)CCSc2nncn2C)c1
-9	Cc1n[nH]c(=S)n(/N=C/c2cn(C)c3ccccc23)c1=O
-3	COc1cccc(C(O)C2OC(=O)c3ccccc32)c1OC (configuration not stated)
6	O=C(Nc1cccc(-n2cccn2)c1)C1CCCN1C(=O)c1cccnc1 (configuration not stated)
-4	CCN(CC)c1ccc(NC(=O)C2COc3ccc(OC)cc3C2)c(C)c1 (configuration not stated)

The list goes on:
ROC1-CUL1 inh	structure
12	O=C(CCCOc1ccc(Cl)cc1Cl)Nc1cccc(C(=O)Nc2nccs2)c1
0	COC(=O)c1ccccc1-[n+]1c(C)cc(C)cc1C
-6	CCOC(=O)c1ccccc1NC(=O)Cn1c(=O)n(Cc2nc(C)no2)c(=O)c2ccccc21
4	CCCCc1nn2c(=O)cc(COC(=O)c3ccc(NC(=O)c4cccs4)cc3)nc2s1
5	COc1ccc(C(=O)Nc2ccc(S(=O)(=O)N3CCC(C)CC3)cc2)c(OC)c1
7	COc1ccc(NC(=O)c2sc3nc4c(cc3c2N)CCCC4)cc1
-2	O=C(Cn1nnc(-c2ccc(Cl)cc2)n1)NCc1ccc(F)cc1
5	COC(=O)c1ccc(CN2C[C@H](O)[C@@H](N3CCN(c4ccccn4)CC3)C2)cc1
-4	O=C(CSc1nnc2c(n1)[nH]c1ccccc12)NCc1ccccc1
6	CC1=C(C)CC(C(=O)Nc2cccc(F)c2)C(C(=O)O)C1 (configuration not stated)
-11	O=C(COc1ccccc1F)Nc1ccc2nc(SCc3ccccc3)sc2c1
-13	CC1=C(C(=O)N2CCC(CCC(=O)NC3CC3)CC2)OCCO1
4	CN(C(=O)CSc1nnc2[nH]c(=O)cc(-c3ccccc3)n12)c1ccccc1
1	O=C(c1ccc(Cl)cc1)N1CCN(C2CCCCC2)CC1
11	CCOC(=O)C1Cc2cccc3c2-c2c(cccc21)CC3C(=O)OCC (configuration not stated)

5 entries out of the list, ordered by molar mass, largest number first:
ROC1-CUL1 inh	structure
4	CCCCc1nn2c(=O)cc(COC(=O)c3ccc(NC(=O)c4cccs4)cc3)nc2s1
4	CN(C(=O)CSc1nnc2[nH]c(=O)cc(-c3ccccc3)n12)c1ccccc1
7	COc1ccc(NC(=O)c2sc3nc4c(cc3c2N)CCCC4)cc1
11	CCOC(=O)C1Cc2cccc3c2-c2c(cccc21)CC3C(=O)OCC (configuration not stated)
-2	O=C(Cn1nnc(-c2ccc(Cl)cc2)n1)NCc1ccc(F)cc1

Next part.
ROC1-CUL1 inh	structure
-3	Cc1cccc(C)c1NC(=O)Cc1c(F)cccc1Cl
2	COc1cc(/C=N/n2nnnc2N)ccc1OS(=O)(=O)c1ccc(C)cc1
-3	CC(C)(CO)CNC(=O)c1ccc(OC2CCN(C(=O)C3CC3)CC2)cc1
2	COC(=O)C(C)(C)C1CCCCC1C(C)(C)C(=O)OC (configuration not stated)
-5	O=C(O)C1C2CCC(C2)C1C(=O)NCCC1=CCCCC1 (configuration not stated)
-1	O=C(c1cc2c(s1)-c1ccccc1OC2)N1CCN(c2ccccc2)CC1
0	Cc1ccc(OCC(=O)Nc2cccc(C(=O)OCc3cc(=O)n4cc(C)sc4n3)c2)cc1
-5	COc1ccc(Cn2c(=O)c3cccnc3n(CC(=O)Nc3ccc(C)c(F)c3)c2=O)cc1
2	CC(C)c1ccc(C2=Nc3ncnn3C(c3cccc(Cl)c3)C2)cc1 (configuration not stated)
-5	N#Cc1c(C(F)(F)F)n2c3c(cccc3c1=N)CCC2
-7	CCOCCCNS(=O)(=O)c1cc(C)ccc1OC
-7	COc1cc(CNCC2CCNCC2)cc(OC)c1OC
1	COc1ccc(N(CC(=O)NCCSCc2ccc(Cl)cc2Cl)S(C)(=O)=O)cc1Cl
3	CCN1C(=O)/C(=C\c2ccc(C)cc2)N=C1SCC(=O)NCC1CCCCC1
3	CCOc1ccc(NC(=O)CSc2ncc3c(n2)-c2ccccc2N(C)S3(=O)=O)cc1

(listing goes on)
ROC1-CUL1 inh	structure
-7	Cc1ccc(C)c(NCN2C(=O)S/C(=C/c3ccc4c(c3)OCO4)C2=O)c1
-4	O=C(Cn1cccn1)N1CCC2(CCCN(Cc3ccc(F)cc3)C2=O)C1 (configuration not stated)
10	COc1cccc(S(=O)(=O)Nc2ccc(C(=O)N3CCc4cc(OC)c(OC)cc4C3)cc2)c1
-1	O=C(NC1CC1)C1CCN(C2CCN(Cc3cccc4nonc34)CC2)CC1
-3	CNCc1cc(Cl)ccc1OCc1ccc(F)cc1
3	O=C(Nc1ccc(F)cc1)c1sc(Cl)nc1-c1ccccc1
-3	O=C(Oc1ccc2c(=O)c(Oc3ccc4ccccc4c3)c(C(F)(F)F)oc2c1)c1cccc(Cl)c1
-2	Cc1c(NC(c2ccccc2)(c2ccccc2)c2ccccc2)cc(NC(c2ccccc2)(c2ccccc2)c2ccccc2)c(C)c1[N+](=O)[O-]
13	CCSc1c([N+](=O)[O-])c(=O)n(-c2ccccc2)c2ccccc12
-4	O=C1N(Cc2cccc(F)c2F)CCCC1(O)CN1CCCCCC1 (configuration not stated)
0	COc1cc(C)c(Br)cc1S(=O)(=O)N(C)C
-7	Cc1ccc(S(=O)(=O)N2N=C(c3ccco3)CC2c2ccco2)cc1 (configuration not stated)
5	CCc1cccc(CC)c1NC(=O)c1c(CC)noc1C
-4	CCc1c(C)sc(NC(=O)c2cc(-c3cccc(Cl)c3)on2)c1C#N
4	CCOC(=O)COc1c(Cl)cc(/C=C2/SC(=O)N(CC)C2=O)cc1OCC

(further entries)
ROC1-CUL1 inh	structure
-13	C=CCN1C(=O)/C(=C/c2ccc3c(c2)OCO3)SC1=Nc1nnc(CC)s1
-4	CS(=O)(=O)N(CC(=O)O)c1cccc(F)c1
2	CCCC#Cc1ccc(-c2ccc(C#N)c(F)c2)s1
2	CCOc1ccc(CC2=NC(=S)N(c3ccc(Cl)cc3)C2=O)c(OCC)c1
7	COc1cc(OC)c(C2Nc3ccccc3-c3nnc(SCc4ccccc4)nc3O2)cc1OC (configuration not stated)
-8	Cc1cccc(C)c1OCc1nc2c3cnn(-c4ccccc4F)c3ncn2n1
